Screens from PubChem BioAssay.
ADAM10 inh – inhibitors of human ADAM10; O14672; recombinant ADAM10, EDANS/DABCYL FRET peptide cleavage, 3 h; hit rate 0.62% among 370,000; inhibition, % at 7 µM; AID 720582;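 active = inhibition above a per-campaign cutoff equal to the mean of compounds falling between control-based bounds plus 3 SD, cut at about 20% in these data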;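 also: 0% = DMSO wells while the 100% control is not disclosed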
PLC-beta3 inh – inhibitors of human phospholipase C beta3 | Q01970 | Purified PLC-beta3, fluorogenic substrate, fluorescence | inhibition, % at 12.2 µM | hit rate 0.18% among 370,000 | AID 720704; in the data active = inhibition above about 11%;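 also: 0% = median of compound wells on plate and 100% = full blocker control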
Target sequence (Q01970 whole entry, looked up): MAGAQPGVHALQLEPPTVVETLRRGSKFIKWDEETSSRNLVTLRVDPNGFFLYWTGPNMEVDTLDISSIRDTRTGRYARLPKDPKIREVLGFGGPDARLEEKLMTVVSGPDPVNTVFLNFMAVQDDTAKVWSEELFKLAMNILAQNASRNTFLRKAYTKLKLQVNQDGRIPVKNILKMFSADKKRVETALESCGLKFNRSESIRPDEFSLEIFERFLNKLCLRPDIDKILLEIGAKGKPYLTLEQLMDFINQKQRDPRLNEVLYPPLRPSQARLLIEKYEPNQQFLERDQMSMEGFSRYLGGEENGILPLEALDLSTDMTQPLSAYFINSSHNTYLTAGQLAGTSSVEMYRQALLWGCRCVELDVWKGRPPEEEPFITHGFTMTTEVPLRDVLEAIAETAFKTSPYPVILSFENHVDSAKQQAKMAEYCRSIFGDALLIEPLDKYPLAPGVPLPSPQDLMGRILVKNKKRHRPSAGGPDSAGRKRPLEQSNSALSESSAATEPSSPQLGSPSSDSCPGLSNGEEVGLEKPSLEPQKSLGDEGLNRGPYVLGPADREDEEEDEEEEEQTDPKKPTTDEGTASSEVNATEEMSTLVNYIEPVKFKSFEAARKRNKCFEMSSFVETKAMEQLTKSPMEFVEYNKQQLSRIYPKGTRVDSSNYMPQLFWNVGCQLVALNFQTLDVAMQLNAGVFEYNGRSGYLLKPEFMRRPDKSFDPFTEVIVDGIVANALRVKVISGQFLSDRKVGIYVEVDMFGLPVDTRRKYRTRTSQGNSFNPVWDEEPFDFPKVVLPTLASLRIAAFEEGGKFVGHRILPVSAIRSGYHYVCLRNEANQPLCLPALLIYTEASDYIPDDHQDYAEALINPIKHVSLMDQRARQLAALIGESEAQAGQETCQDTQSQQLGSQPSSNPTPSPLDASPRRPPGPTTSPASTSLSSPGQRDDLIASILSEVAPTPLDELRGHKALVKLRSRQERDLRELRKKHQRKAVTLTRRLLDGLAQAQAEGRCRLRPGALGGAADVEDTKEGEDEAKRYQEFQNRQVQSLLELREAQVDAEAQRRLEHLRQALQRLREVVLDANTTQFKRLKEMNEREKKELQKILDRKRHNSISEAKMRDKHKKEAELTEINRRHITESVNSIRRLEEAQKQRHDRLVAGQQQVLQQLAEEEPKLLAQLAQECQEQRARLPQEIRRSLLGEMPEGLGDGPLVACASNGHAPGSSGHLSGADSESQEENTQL
Tn6 DDE FP – DD(E)-Tn6 binding inhibition, primary FP screen; P02675; Fibrin DD(E) TRITC-Tn6 fluorescence polarization displacement; inhibition, % at 8.3 µM; hit rate 0.21% among 370,000; AID 720509;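 active = inhibition above a per-campaign cutoff: mean of compounds within control limits plus 3 SD, cut at about 15% in these data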;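 also: 0% = median of all compound wells on the plate and 100% = blocking peptide control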
ASAP1 inh – ASAP1 ArfGAP inhibition; Q9ULH1; ASAP1-stimulated ARF1 GTP hydrolysis, GDP FP detection; inhibition, % at 16.5 µM; hit rate 0.19% among 360,000; AID 624377; in the data active = inhibition above about 25%;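 also: 0% = vehicle with enzyme and substrate and 100% = no enzyme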
TDP2 inh – TDP2 (human) inhibition, absorbance primary screen. O95551. recombinant TDP2, T5PNP hydrolysis, p-nitrophenol absorbance 415 nm. inhibition, % at 12.8 µM. hit rate 0.34% among 370,000. AID 720702;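 active = inhibition above the mean of all tested compounds plus 3 SD, set per campaign, cut at about 25% in these data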;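 also: 0% = DMSO with enzyme and 100% = buffer with substrate but no TDP2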
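Evaluation: % inhibition relative to enzyme-containing and enzyme-free wells. Material: recombinant human TDP2. Benchmarks: enzyme-free and DMSO wells. Timing: enzyme reaction with compound for 2 h at 37 °C. Compound dosing: 12.8 µM only. Measured by: p-Nitrophenol epi absorbance. Reagent: T5PNP substrate at 5 mM, a TopII-DNA adduct mimic. Replication: single well per compound.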
ARFGAP1 inh – inhibitors of rat ARFGAP1; Q62848; inhibition, % at 16.5 µM; Arfgap1-stimulated ARF1 GTP hydrolysis, GDP FP detection; hit rate 0.26% among 360,000;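 active = inhibition above a per-plate limit, mean inhibition of low control wells plus 3 SD, cut at about 25% in these data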;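 also: 0% = DMSO wells with enzyme and 100% = wells lacking Arfgap1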
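Replicates: Single well per compound | Assay system: Truncated rat Arfgap1 GAP domain | Control set: No-Arfgap1 wells (100%) versus DMSO full-reaction wells (0%) | Times: Enzyme reaction 120 min at 25 °C after 20 min preincubation | Reagent: Human ARF1(Δ1-17)-GTP substrate | Measured by: Tracer-displacement fluorescence polarization with EDTA stop, 620/688 nm | Measure: Percent inhibition of Arfgap1-stimulated GTP hydrolysis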
SIAE primary – human SIAE inhibition, primary screen. hit rate 0.69% among 370,000. inhibition, % at 9.66 µM. SIAE FP-Rh probe binding, fluorescence polarization. AID 1053197. Q9HAT2;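 active = inhibition above a cutoff: mean of compounds within the control limits plus 3 SD of those, cut at about 17% in these data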;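 also: 0% = plate median of compound wells and 100% = probe without SIAE protein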
ADAM17 inh – ADAM17 inhibition, QFRET primary screen; recombinant ADAM17, EDANS/DABCYL FRET peptide cleavage; inhibition, % at 6.95 µM; hit rate 0.83% among 370,000; AID 720648;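 active = inhibition above the mean of compounds lying between control limits plus 3 SD, set per campaign, cut at about 8.5% in these data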;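 also: 0% = DMSO-only wells as the low control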
Tn7 DDE FP – disrupts Tn7 cyclic peptide binding to fibrin D-Dimer-E complex | P02675 | FP displacement of FITC-Tn7 peptide from fibrin DD(E); 0% = median of compound wells per plate | inhibition, % at 8.3 µM | hit rate 0.13% among 370,000;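 active = inhibition above the mean of compounds falling within the control limits plus 3 SD of them, cut at about 14% in these data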;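 also: 0% = plate median of compound wells and 100% = 10 µM Aha-Tn7 peptide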
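system = human fibrin DD(E) protein | quantity = DD(E) 2 µM final | medium = Tris/NaCl/CaCl2 buffer, pH 7.8 | also added = labelled Tn7 tracer, 0.1 µM | compound dosing = single point at 8.3 µM | timing = compound with protein 10 min, then 3 h after probe, room temperature | signal = FP measurement | benchmarks = Aha-Tn7 high control | repeats = one replicate per compound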
PLC-gamma1 inh – PLC-gamma1 (human) inhibition, primary screen. P19174. purified PLC-gamma1, fluorogenic substrate, fluorescence. inhibition, % at 12.2 µM. hit rate 0.84% among 370,000. AID 720700; in the data active = inhibition above about 9.5%
Active calls of the source: *; . = no result given.

SMILES	ADAM10 inh	PLC-beta3 inh	Tn6 DDE FP	ASAP1 inh	TDP2 inh	ARFGAP1 inh	SIAE primary	ADAM17 inh	Tn7 DDE FP	PLC-gamma1 inh
Cc1ccc2nc(NC(=O)c3ccc4c(c3)OCO4)sc2c1	-45	-21	-5	-11	-4	18	-7	-17	-1	-16
Cc1ccc(S(=O)(=O)N2[C@@H](c3cccc4ccccc34)C(C(=O)O)=C[C@H]2C(C)(C)C)cc1	1	-4	1	4	5	4	5	-3	3	4
O=C(OCc1cn([C@H]2CN(C(=O)C3CCCCC3)[C@@H](c3ccccc3)C[C@@H]2O)nn1)c1ccccc1	4	-2	7	-15	-5	-7	1	3	15*	-1
Nc1ccc(C(=O)N/N=C\c2ccc(OC(=O)c3ccccc3Cl)cc2)cc1	1	-18	-1	-5	-11	-2	-1	2	4	-7
CCN(CC)S(=O)(=O)c1ccc(/C(O)=C(\C#N)c2nc3ccccc3n2C)cc1	4	-1	3	-6	-7	1	2	0	-5	-1
Cc1c[nH]c2cccc(-c3ccc(OCc4ccccc4)cc3)c12	-3	-4	-5	.	5	.	12	3	7	-1
CCCCn1cnc2c(sc3nc4c(cc32)CSC(C)(C)C4)c1=O	-14	-2	4	-2	-8	-13	-4	-5	-5	-3
COc1ccc(S(=O)(=O)n2c([N+](=O)[O-])cnc2C)cc1OC	-1	0	-1	-3	3	1	6	1	7	1
O=C1CC(c2ccccc2)=C(c2ccccc2)C1	-14	-8	6	-2	4	10	8	-2	-1	-1
O=C(NCc1nnnn1-c1ccc(F)cc1)C1CC(=O)N(c2ccc(F)cc2)C1 (stereo not drawn)	-22	-15	-11	-3	-13	15	-1	-24	-3	0
CCCCc1ccc(NC(=O)COc2ccc(C(=O)Nc3ccccc3OC)cc2)cc1	-3	2	12	2	-5	-11	-4	0	2	0
CCOC(=O)c1c(CSC(=N)N)n(-c2ccc(Br)cc2)c2cc(Br)c(OC(C)=O)cc12	5	-1	-1	8	6	-9	4	-5	7	-1
CN1CCN(c2ccc(NC(=S)NC(=O)/C=C/c3ccco3)cc2)CC1	10	-3	8	-12	0	-7	7	2	3	5
O=C(Nc1ccc(OC(F)(F)F)cc1)Nc1c(-c2ccc(F)cc2)nc2ncccn12	-16	-31	-6	.	4	.	-3	-6	2	-25
COc1ccc(CN(CCC(c2ccccc2)c2ccco2)C(=O)c2ccco2)cc1 (stereo not drawn)	-1	-6	-5	14	8	-1	-7	5	-6	-3
Cc1[nH]c2ccccc2c1/C=N/NC(=O)c1cc(-c2cccs2)[nH]n1	-9	-18	-4	25	-3	18	11	-2	-12	-14
CC(C)[C@H]1CC[C@@H](C)C(C(=O)c2ccccc2)C1=O (stereo partly drawn)	-1	1	1	-13	7	10	4	-4	3	2
O=C(Cn1cnc2c(nnn2Cc2ccccc2)c1=O)NCC1CCCO1 (stereo not drawn)	0	4	-5	-3	4	4	0	1	5	2
O=C(Nc1nnc(SCc2ccccc2)s1)c1cc2c(s1)CCCC2	-7	-34	1	-3	-29	-10	-11	1	0	-27
CCOC(=O)c1cc(-c2ccccc2)sc1NC(=O)C(C)N1C(=O)NC(C)(c2ccc(Cl)cc2)C1=O (stereo not drawn)	1	-6	3	4	6	12	-43	1	0	-2
O=S(=O)(c1ccc(Br)cc1)c1cnc2ccccc2n1	0	0	1	13	7	0	-3	-1	-1	2
CC(C)c1ccc(S(=O)(=O)N2CCN(C(=O)c3cc(-c4ccccc4)n[nH]3)CC2)cc1	-3	4	-4	10	-11	4	-9	2	-2	1
C[C@H](NC(=O)[C@@H]1Cc2ccccc2CN1)C(=O)NC[C@H]1CC[C@H](C(=O)O)CC1	-4	-10	3	9	-5	10	4	-8	1	1
CCc1ccc2c(CSc3nnnn3C)cc(=O)oc2c1	-4	-6	-4	-5	-13	9	3	0	-5	4
Cc1nc2ccc(Br)cn2c(=O)c1Cl	-25	-14	-4	11	3	3	11	-6	1	-13

Reprinted from the part before: two entries, then new ones.
SMILES	ADAM10 inh	PLC-beta3 inh	Tn6 DDE FP	ASAP1 inh	TDP2 inh	ARFGAP1 inh	SIAE primary	ADAM17 inh	Tn7 DDE FP	PLC-gamma1 inh
CCc1ccc2c(CSc3nnnn3C)cc(=O)oc2c1	-4	-6	-4	-5	-13	9	3	0	-5	4
Cc1nc2ccc(Br)cn2c(=O)c1Cl	-25	-14	-4	11	3	3	11	-6	1	-13
CC(C)CNC(=O)COc1ncnc2sccc12	-5	1	-5	-2	7	7	2	-3	6	1
CN1C(=O)[C@@](O)(CC(=O)c2ccccc2)c2cc(Br)ccc21	-6	5	8	8	1	-1	0	4	4	0
COc1ccc(NC(=O)Nc2ccccc2SC)c(OC)c1	-4	-4	4	0	3	7	6	-1	-2	2
CCOc1ccc2[nH]c(=S)[nH]c2c1	8	3	6	-3	0	9	10	-4	2	-4
CC(=O)Oc1ccc(C(=O)Nc2ccc(S(=O)(=O)NCC3CCCO3)cc2)cc1 (stereo not drawn)	-1	-8	4	-6	2	-9	8	-5	2	-1
CCCn1nc(C(=O)NCC2COc3ccccc3O2)c2ccccc2c1=O (stereo not drawn)	-4	0	-4	-8	-13	-3	7	3	0	6
CS(=O)(=O)c1ccc(Cl)c(NC(=O)C2CC(=O)N(c3ccc4c(c3)OCCO4)C2)c1 (stereo not drawn)	-7	-8	-4	3	-15	3	1	-7	0	1
CSC[C@H]1CN(c2ccc(Br)cc2)C(=O)[C@@H]1CC(=O)Nc1ccccc1	6	5	1	-9	10	6	4	4	1	3
O=S(=O)(c1cccc2nonc12)N1CCN(c2ccccc2F)CC1	-1	1	-3	7	2	-2	-2	0	1	0
O=C(NCCCN1CCCCC1)c1ccc(CS(=O)c2ccc(F)cc2)o1 (stereo not drawn)	0	-3	13	-7	-4	-5	2	9	3	7
O=C(c1ccc(Cl)c(S(=O)(=O)N2CCCC2)c1)N1CCN(c2ccccc2)CC1	1	1	-3	7	-7	9	5	1	-4	-1
O=C(COc1ccc(F)cc1)N(Cc1ccc(Cl)cc1)C1CCS(=O)(=O)C1 (stereo not drawn)	-3	-3	0	-7	5	-18	-6	-1	4	0
O=C(c1cccc2ccccc12)C1CCCN(C(=O)C2CCOCC2)C1 (stereo not drawn)	0	-6	-2	15	5	-7	-1	-9	-1	0
COc1ccc(N2CCN(CCC3Oc4cc([N+](=O)[O-])ccc4NC3=O)CC2)cc1 (stereo not drawn)	-7	-4	-1	0	-15	-6	0	-4	6	-3
COCCOC(=O)C1=C(C)NC(=O)NC1/C=C/c1ccccc1 (stereo not drawn)	-3	1	0	-2	7	-3	-5	-3	9	3
Cc1ccccc1NC(=O)COC(=O)/C=C/c1cccc(C(F)(F)F)c1	-7	2	-4	2	-12	0	-3	-2	-5	-2
COc1ccccc1S(=O)(=O)Cc1ccc(C(=O)NCCN2CCCCCC2)o1	-5	2	-1	-1	-2	6	0	2	-8	2
CC/C(O)=C1\C(=O)CC(c2ccccc2)CC1=NC(C)C (stereo not drawn)	3	3	-2	-8	-8	-2	-2	-1	2	0
COc1ccc(NC(=O)Cc2ccsc2)c(OC)c1	-9	-10	-8	8	-6	-3	18*	-3	-1	-5
Cc1ccc(Nc2ccc(N)cc2S(=O)(=O)O)cc1	-21	-59	8	-4	1	-4	14	-17	0	-35
COc1cnc(-c2ccccn2)nc1Oc1ccccc1	-6	-5	-8	8	0	4	-8	-4	7	2
Cn1c(=O)n(Cc2ccc(F)cc2)c(=O)c2c1nc1n2CCN1Cc1ccco1	2	-5	-1	-8	1	8	0	-5	3	-2
CCSC1=NCCN1C(=O)c1c(-c2ccccc2Cl)noc1C	0	-4	-2	19	-8	13	-2	1	-3	4
COc1nccnc1NS(=O)(=O)c1ccc(NC(=O)c2ccc(F)cc2)cc1	-2	-4	-4	-8	11	1	4	0	-4	0
CCOC(=O)c1nn(-c2ccc(OCC)cc2)c(C)c1C(C)=O	3	2	3	-12	9	-1	-2	2	-4	1

Marked active in SIAE primary, of those listed so far:
SMILES	ADAM10 inh	PLC-beta3 inh	Tn6 DDE FP	ASAP1 inh	TDP2 inh	ARFGAP1 inh	SIAE primary	ADAM17 inh	Tn7 DDE FP	PLC-gamma1 inh
COc1ccc(NC(=O)Cc2ccsc2)c(OC)c1	-9	-10	-8	8	-6	-3	18*	-3	-1	-5

Carrying on.
SMILES	ADAM10 inh	PLC-beta3 inh	Tn6 DDE FP	ASAP1 inh	TDP2 inh	ARFGAP1 inh	SIAE primary	ADAM17 inh	Tn7 DDE FP	PLC-gamma1 inh
O=C(COC(=O)c1ccccn1)c1cccc(Br)c1	-7	-9	-1	-9	-4	5	7	-1	-3	-16
COc1ccc(-c2nc(SCC(=O)N3CCCC3)n[nH]2)cc1	-1	0	1	13	-8	-4	-4	-3	1	1
S=C(Nc1ccc2nsnc2c1)N1CCCCC1	-45	-206	3	25*	76*	22	17	-11	8	-180
CC(C)Cn1c(=S)[nH]c2ccccc2c1=O	5	-2	3	24	-18	6	-10	4	0	5
COC(=O)c1c(NC(=O)CS(=O)(=O)c2ccccc2)sc(C)c1C	4	-2	6	7	2	-7	1	-2	5	-3
CC(C)c1ccc(C(=O)NCCCNC(=O)c2cnccn2)cc1	51*	4	-2	0	10	2	5	-1	5	1
CCC(C)(C)NC(=O)C(c1ccc(O)cc1)N(CCOC)C(=O)CCC(=O)Nc1nccs1 (stereo not drawn)	3	-7	3	9	6	6	0	-4	3	1
COc1ccc(OC)c(-c2nnc3n2N=C(c2ccc(OC)c(OC4CCOC4)c2)CS3)c1 (stereo not drawn)	4	1	9	-1	-5	26*	6	2	-6	1
CN(CC(=O)Nc1c(Cl)cccc1Cl)C(=O)c1cc(S(=O)(=O)N(C)C)ccc1N1CCCC1	-7	-4	3	9	-8	-1	4	-1	0	-1
O=C(O)CC/C(=N\NC(=O)CNC(=O)c1cccc(Cl)c1)c1ccccc1	3	1	0	2	-3	-2	0	0	-8	1
COC(=O)CCC(=O)Nc1ccc(Br)cc1	8	4	-2	0	3	6	1	-3	0	4
CC(=O)Nc1ccc(NC(=O)CSc2nnc(-c3cccnc3)o2)cc1	-10	-8	0	1	6	0	0	3	-1	2
CC(SC1=NCCS1)C(=O)Nc1nnc(-c2ccc(F)cc2)s1 (stereo not drawn)	-8	-2	8	-2	9	3	4	-5	0	2
COC(=O)c1sccc1NC(=O)C1CC(C)=C(C)CC1C(=O)O (stereo not drawn)	0	-7	5	-1	7	-3	-2	-2	-1	1

Compounds as they come (roughly 3.6% active in at least one column).
